MBNL1 CUG block: blocks human MBNL1 binding to CUG repeat RNA; 280,000 compounds, 0.036% hits; TR-FRET MBNL1-His/biotin-(CUG)12 binding, 665/545 ratio; Q9NR56; Potency, µM (series often up to 57.5 µM), inactives show at the highest dose activity change, negative = inhibition, most hits filed as inhibitors; active = well fitted inhibition curve with a large enough effect in the signal ratio, with a control signal flat, not every such curve was filed as active; inconclusive = small, poorly fitted or top-dose-only effect, or effect the other way, or a change in a side signal; inactive = no such curve, though single readings can be large or run the other way; the % refers to the signal ratio; also: potency is read from the fitted curve at half-maximal effect; % is scaled to controls: 0 for no effect and ±100 for the full control effect
Target sequence (Q9NR56 whole entry, looked up): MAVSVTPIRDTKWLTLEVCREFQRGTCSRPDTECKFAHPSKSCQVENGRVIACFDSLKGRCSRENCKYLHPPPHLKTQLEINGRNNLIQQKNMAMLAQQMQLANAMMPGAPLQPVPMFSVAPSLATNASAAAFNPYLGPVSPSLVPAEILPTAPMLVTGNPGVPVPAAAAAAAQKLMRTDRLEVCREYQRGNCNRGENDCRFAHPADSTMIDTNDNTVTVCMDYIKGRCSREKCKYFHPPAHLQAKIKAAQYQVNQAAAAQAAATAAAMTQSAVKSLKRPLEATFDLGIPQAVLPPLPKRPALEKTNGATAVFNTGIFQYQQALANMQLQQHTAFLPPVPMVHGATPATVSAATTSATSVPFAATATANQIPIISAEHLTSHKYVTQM
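TR-FRET readout: Ex 340 nm, 665/545 nm emission ratio, normalized to buffer-only (basal) and MBNL1-(CUG)12 controls. Complex of MBNL1-His with Biotin-(CUG)12, compounds 92 nM–58 uM, incubated 60 min at room temperature.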
TSHR antag: antagonists of human thyroid stimulating hormone receptor; activity change, negative = inhibition, % at 11.5 µM; TSHR-expressing cells, TSH-stimulated cAMP HTRF, 2 h; active compounds read low; AID 504810; P16473; 330,000 compounds, 0.2% hits;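 active = activity change below a set negative limit, meaning inhibition stronger than a set level, cut at about -70% in these data; inconclusive = activity change between two set negative limits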; also: % is scaled to controls: 0 for no effect and ±100 for the full control effect
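Antagonism was scored as loss of TSH-driven cAMP in TSHR cells, stimulated with 4nM TSH (EC80) for 2 hours at 37 deg C and detected by homogeneous HTRF competition immunoassay.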
BCR signal inh: chronic active BCR signaling inhibition | ABC-DLBCL IkBa-CBG/CBR reporter, luminescence ratio, 4 h | 340,000 compounds, 0.05% hits | Potency, µM (doses to about 46.1 µM), for the others: top-dose ratio change, negative = lower green/red ratio, most hits filed as inhibitors | AID 493014; active = well fitted inhibition curve with a large enough effect in the signal ratio, with a control signal flat, not every such curve was filed as active; inconclusive = small, poorly fitted or top-dose-only effect, or effect the other way, or a change in a side signal; the % refers to the signal ratio;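 also: potency is read from the fitted curve at half-maximal effect; plate controls were basal doxycycline-induced cells for no effect and cells given 10 µM MG132 for full effect; MG132 reads +100%, hits lower the ratio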
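Doxycycline induced both beetle luciferases in TMD8 lymphoma cells; IKK-driven degradation limits the IkappaBalpha-fused green signal, while red luminescence normalises for cell number and nonspecific effects. Compounds tested up to 46 uM, 4 hrs.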
hERG WT inh: inhibitors of human wildtype KCNH2 potassium channel; Q12809; U2OS, BacMam KCNH2, thallium flux FluxOr; active compounds read low; activity change, % at 1.84 µM; 340,000 compounds, 0.37% hits;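 active = maximum activity change below -70%; inconclusive = maximum activity change between -70% and -50%; inactive = maximum activity change above -50%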; also: % is scaled to controls: 0 for no effect and ±100 for the full control effect
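U2OS cells transduced with wild-type KCNH2 virus are loaded with FluxOr dye for 45 min, and thallium flux is measured in kinetic reads before and after stimulation buffer. Rate constants are normalized to DMSO controls.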
Eya2 phos inh: blocks the phosphatase activity of human Eya2 | O00167 | recombinant Eya2, OMFP fluorescence dephosphorylation (OMFP is methylfluorescein phosphate) | Potency, µM (titrated, usually from 76.9 µM), without a hit: at the highest dose activity, negative = inhibition, usual class: inhibitors | 330,000 compounds, 0.006% hits | AID 488837; also: potency is read from the fitted curve at half-maximal effect; % is scaled to controls: 0 for no effect and ±100 for the full control effect
Target sequence (O00167 whole entry, looked up): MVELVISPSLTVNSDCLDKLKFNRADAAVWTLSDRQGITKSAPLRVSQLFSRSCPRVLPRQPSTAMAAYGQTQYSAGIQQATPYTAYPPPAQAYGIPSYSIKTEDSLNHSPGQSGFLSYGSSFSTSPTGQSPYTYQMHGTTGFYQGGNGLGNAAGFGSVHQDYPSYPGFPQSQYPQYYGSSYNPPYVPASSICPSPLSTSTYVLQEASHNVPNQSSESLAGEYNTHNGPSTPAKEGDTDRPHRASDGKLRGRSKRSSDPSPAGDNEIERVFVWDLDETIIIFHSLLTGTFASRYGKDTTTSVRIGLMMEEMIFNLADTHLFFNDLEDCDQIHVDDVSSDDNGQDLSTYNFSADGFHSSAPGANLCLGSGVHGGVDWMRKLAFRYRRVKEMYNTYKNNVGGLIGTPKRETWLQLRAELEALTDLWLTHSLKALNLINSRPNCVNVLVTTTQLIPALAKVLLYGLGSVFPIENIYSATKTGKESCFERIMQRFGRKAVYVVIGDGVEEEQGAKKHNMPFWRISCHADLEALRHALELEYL
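Eya2 protein (added as 0.2 uM solution) was preincubated with compound for 10 min at ambient temperature in 50 mM HEPES pH 7.5, 50 mM NaCl, 5 uM MgCl2, 0.05% BSA, 1 mM DTT. OMFP (added at 50 uM) then reacted 10 min; fluorescence read at 485/525 nm.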
PKM2 activator: increases activity of human pyruvate kinase M2 | 260,000 compounds, 0.34% hits | P14618 | purified PKM2, Kinase-Glo ATP luminescence, activation; response scale: 0% is enzyme alone, no compound | Potency, µM (doses to about 57.5 µM), inactives show at the top dose activation, hits mostly activators | AID 1631; also: potency is read from the fitted curve at half-maximal effect; % is scaled to controls: 0 for no effect and ±100 for the full control effect; nearly all actives have a fitted effect of over 55% in size
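Purified hPK-M2 (>95%) run at intermediate activity with 0.1 mM ADP and 0.5 mM PEP in 50 mM imidazole pH 7.2, KCl, MgCl2; 1 h room temperature. ATP formed read by Kinase-Glo luminescence; normalized to uninhibited and no-enzyme controls.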
ASM inhibitor: inhibitors of human secretory acid sphingomyelinase; placental ASM, HMU-PC fluorogenic substrate, 60 min; Potency, µM (doses to about 57.5 µM), for the others: top-dose activity change, negative = inhibition, hits mostly inhibitors; 340,000 compounds, 0.006% hits; AID 504937; also: potency is read from the fitted curve at half-maximal effect
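Steps: dispense placental human ASM, pin compound, wait 10 min at room temperature, add HMU-PC0 substrate at 9 uM final, incubate 60 min at 37 °C, add stop solution raising pH to 10, read fluorescence.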
Mito fusion yeast: blocks mitochondrial division or promotes mitochondrial fusion; S. cerevisiae fusion-defective mutant growth rescue, CellTiterGlo 48 h; 320,000 compounds, 0.23% hits; Potency, µM (highest dose often 46.1 µM), inactives show at the top dose growth rescue (activation), usual class: activators;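 also: potency is read from the fitted curve at half-maximal effect; % of control where 0% means no effect; nearly all actives have a fitted effect of over 45% in size; temperature-sensitive fusion mutants such as fzo1-1 at 37 °C on non-fermentable ethanol glycerol medium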
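Read-out: ATP-based luminescence (CellTiterGlo, 10 min ambient) reporting growth of fusion-defective ts yeast after 48 hours at 37C on glycerol/ethanol YPEG medium in the presence of compound.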
Menin-MLL TR inh: displaces Texas Red mutant MLL peptide from human menin; O00255; Menin + Texas Red MLL mutant peptide, fluorescence polarization; Potency, µM (doses to about 61.6 µM), without a hit: at the highest dose FP activity change, negative = inhibition, usual class: inhibitors; 270,000 compounds, 0.23% hits; AID 1768; active = well fitted inhibition curve with a large enough effect in the polarisation, with a control signal flat, not every such curve was filed as active; inconclusive = small, poorly fitted or top-dose-only effect, or effect the other way, or a change in a side signal; inactive = no such curve, though single readings can be large or run the other way; the % refers to the polarisation; also: potency is read from the fitted curve at half-maximal effect; % of control where 0% means no effect; many of its hits are not listed in these tables
USP2a inh: USP2a (human) protease inhibition. AID 463254. 330,000 compounds, 0.01% hits. USP2 core, Ub-CHOP2 coupled fluorogenic reporter, 485/531. O75604. Potency, µM (doses to about 38.3 µM), for inactives: at the top dose activity change, negative = inhibition, actives largely listed as inhibitors;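 also: potency is read from the fitted curve at half-maximal effect; plate controls were DMSO wells for no effect and full inhibition by NEM control for full effect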
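Cell-free coupled assay: 10nM USP2 core preincubated 30min RT with compound in Tris-HCl pH 8.0/CaCl2/CHAPS buffer, then 25nM Ub-CHOP2 and 25nM reporter substrate; fluorescence (Ex 485/Em 531) read after 60min RT, normalized to NEM inhibition, concentration-response curves fitted.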
GALK inh: galactokinase (human) inhibition. 270,000 compounds, 0.007% hits. Potency, µM (top dose mostly 57.5 µM), for the others: at the highest dose activity change, negative = inhibition, hits mostly inhibitors. P51570. Purified GALK, Kinase-Glo residual ATP luminescence. AID 1868; also: potency is read from the fitted curve at half-maximal effect; % is scaled to controls: 0 for no effect and ±100 for the full control effect
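5 nM enzyme, 35 uM ATP, 100 uM galactose, 20 mM HEPES pH8.0, 5 mM MgCl2; 1 h RT; residual ATP by Kinase-Glo Plus luminescence, qHTS format.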
* marks the source's active call; other numbers are inactive results; ? = inconclusive; . = no result given; [ ] = another dose, or the depositor's remark. Unless noted, calls follow the shape of the dose curve; as a rule, active = well fitted curve in the direction sought with a large enough effect; inconclusive = small, poorly fitted or top-dose-only effect, or another doubt; inactive = no such curve, though single readings can be large; an effect the other way counts as inactive or inconclusive.

SMILES	MBNL1 CUG block	TSHR antag	BCR signal inh	hERG WT inh	Eya2 phos inh	PKM2 activator	ASM inhibitor	Mito fusion yeast	Menin-MLL TR inh	USP2a inh	GALK inh
CN(CC(=O)Nc1ccc(F)c(F)c1F)C(=O)CC1CCCCC1	.	45	?	-1	1%	.	1%	-1%	.	0%	.
CC(C)c1ccccc1NS(C)(=O)=O	-6%	18	-19%	.	-1%	-14%	.	2%	18%	-6%	5%
O=C(Nc1ccccc1)N1CCCN(c2nccc(C(F)(F)F)n2)CC1	-4%	-1	12%	-6	-1%	-3%	-1%	-2%	.	7%	.
N#CCCN1CCN(Cc2ccccc2)CCC1=O	2%	1	-1%	-1	4%	1%	3%	-1%	6%	-1%	.
COCCNC(=O)COc1ccccc1Cl	2%	3	1%	10	-1%	-12%	1%	1%	-7%	3%	1%
COc1cccc(N2CCN(c3ccc4nnc(CCC(=O)N5CCN(C)CC5)n4n3)CC2)c1	0%	8	-4%	2	11%	.	-1%	-3%	.	-1%	4%
O=C(Nc1ccc(F)cc1)c1c(Cl)nc2ccccn12	-3%	-4	?	-3	-19%	3%	-3%	-7%	0%	1%	-1%
Cc1ccc(CNC(=O)c2cccc3c2C(=O)c2ccc(N4CCCCC4)cc2S3(=O)=O)cc1	.	-14	-2%	-20	18%	.	-18%	17%	.	11%	.
COc1cc(Br)c(CNc2cc(C)ccc2C)cc1OC	3%	-28	?	2	-18%	2%	-10%	-4%	2%	3%	-2%
CC(C)CC(c1nnnn1Cc1ccccc1)N1CCC(C(N)=O)CC1 (stereo unspecified)	-10%	-13	-6%	5	-5%	-4%	0%	-4%	-2%	4%	-1%
Cc1cccc(C(=O)NCCNC(=O)c2ccccn2)c1	-10%	11	-8%	-9	24%	.	1%	3%	0%	-3%	7%
CCC1(CC)N=C(c2ccccc2)C(=S)N1	-3%	9	?	-9	1%	0%	2%	1%	-2%	4%	7%
COC(=O)c1c(NC(=O)c2nn(C)cc2Cl)sc2c1CCCC2	3%	-3	?	-18	1%	14%	46%	9%	17%	2%	-1%
Cc1c(N(C)C(=O)c2ccco2)c(=O)n(-c2ccccc2)n1C	1%	6	7%	4	8%	3%	2%	-7%	0%	1%	1%
Nc1ccc(N(CCO)CCO)cc1	?	-14	-2%	-5	-13%	4%	7%	-2%	?	-1%	-2%
Cc1ccc(S(=O)(=O)Nc2ccccc2C(=O)N2CCN(C)CC2)cc1	0%	9	4%	-4	0%	1%	1%	-1%	-1%	-1%	-5%
Cc1cc(C(=O)C(=O)N(C)C)c(C)n1-c1ccc([N+](=O)[O-])cc1	?	-2	?	7	-1%	0%	-1%	-4%	2%	1%	3%
CCCCSc1nc(O)c(C2OC(=O)c3c2ccc(OC)c3OC)c(=O)n1-c1ccccc1 (stereo unspecified)	-11%	.	?	-4	-2%	-16%	0%	6%	21%	-9%	0%
O=C(CN1C(=O)C2C3C=CC(C3)C2C1=O)N1CC=C(c2ccccc2)CC1 (stereo unspecified)	7%	3	-8%	6	-11%	-6%	-1%	2%	-11%	1%	1%
CCCCn1c(N)c(N(CC(C)C)C(=O)CCC2CCCCC2)c(=O)[nH]c1=O	-6%	-44	13%	-3	8%	.	0%	-5%	.	2%	-9%

Some values from the entries so far.
`CN(CC(=O)Nc1ccc(F)c(F)c1F)C(=O)CC1CCCCC1` – hERG WT inh = -1
`COC(=O)c1c(NC(=O)c2nn(C)cc2Cl)sc2c1CCCC2` – TSHR antag = -3
`CCC1(CC)N=C(c2ccccc2)C(=S)N1` – TSHR antag = 9

Later entries
SMILES	MBNL1 CUG block	TSHR antag	BCR signal inh	hERG WT inh	Eya2 phos inh	PKM2 activator	ASM inhibitor	Mito fusion yeast	Menin-MLL TR inh	USP2a inh	GALK inh
COc1ccc(NC(=O)CSc2nnc(-c3ccncc3)o2)c([N+](=O)[O-])c1	?	-5	-5%	-15	-7%	-7%	.	-1%	6%	1%	-3%
Cc1cc(S(=O)(=O)Nc2ccc(C(=O)NCc3ccncc3)cc2)ccc1F	.	-2	0%	-7	2%	.	3%	-5%	.	0%	.
C=CCNC(=O)c1scc2c1CCCC2	0%	-3	3%	-8	10%	-2%	-1%	8%	-10%	3%	1%
Cc1ccccc1NC(=O)COc1coc(CN2CCCc3ccccc32)cc1=O	.	-30	?	-2	7%	.	-1%	27%	.	-1%	.
N=c1cc(C2(O)CCCCC2)n2c(nc3ccccc32)s1	1%	-8	?	3	9%	4%	-1%	0%	-2%	8%	2%
COc1ccc(CCNC2CCc3ccccc3C2)cc1 (stereo unspecified)	2%	8	0%	13	-8%	1%[11.5 µM]	0%	-10%	-23%	3%	0%
CCOC(=O)c1sc(NC(=O)c2ccc(S(=O)(=O)N3CCCCCC3)cc2)nc1-c1ccccc1	1%	1	5%	5	1%	-2%	0%	-5%	?	2%	0%
COc1ccc(CN2C(=O)CC(Cc3ccc(C)cc3)C2=O)cc1OC (stereo unspecified)	-20%	11	-1%	1	-3%	9%	2%	4%	13%	-5%	1%
Cc1ccc(NC(=O)Nc2cccs2)c(Cl)c1	-2%	.	.	-8	.	3%	0%	4%	?	.	0%
CCCN1C(=O)C2(OCCO2)c2cc(Cl)ccc21	-5%	-2	-1%	-6	0%	1%	2%	-5%	-14%	-1%	2%
CCO[C@H]1OC(C(=O)N2CCN(Cc3ccc4c(c3)OCO4)CC2)=C[C@@H](c2ccc(Br)cc2)[C@@H]1CCCO	5%	-10	-20%	.	-20%	5%	-6%	4%	-18%	-2%	0%
N/C(=N\NC(=O)c1ccccc1)c1cc2ccccc2oc1=O	.	-7	?	.	-25%	-7%	5%	-1%	-1%	0%	-1%
C=CCn1c(SCC(=O)Nc2ccc(C(=O)O)cc2)nnc1-c1cccnc1	4%	-1	0%	-8	1%	2%	0%	2%	.	-1%	5%
Cc1ccc2ccc3ccc(C)nc3c2n1	0%	20	?	1	1%	0%	-2%	-6%	-3%	-1%	.
CNc1oc(-c2ccccc2Cl)nc1P(=O)(c1ccccc1)c1ccccc1	.	-4	-2%	-1	-4%	3%	-1%	-4%	-8%	-1%	1%
CCN(CC)C(=O)CCc1nc2sc3c(c2c(=O)[nH]1)CCCC3	-1%	1	-11%	-15	7%	0%	7%	-4%	3%	8%	0%
O=C(Nc1cccc(Cl)c1)N1CCN(C/C=C/c2ccccc2)CC1	-1%	5	1%	-8	-2%	-11%	1%	8%	13%	-5%	0%
COCCNC(=O)c1oc2ccc3c(c2c1C)C(O)CC(C)(C)O3 (stereo unspecified)	-6%	7	0%	0	4%	.	5%	1%	7%	1%	1%
Cc1ccccc1NC(=O)NCc1ccco1	-2%	25	-2%	-13	-23%	-13%	-3%	-11%	12%	-4%	-2%
O=C(CSc1nnc(SCc2ccccc2)s1)N/N=C/c1ccc(Cl)cc1Cl	.	13	-6%	5	-4%	0%	-7%	-11%	-5%	1%	1%

One compound at a time (already shown). Order of screens: MBNL1 CUG block, TSHR antag, BCR signal inh, hERG WT inh, Eya2 phos inh, PKM2 activator, ASM inhibitor, Mito fusion yeast, Menin-MLL TR inh, USP2a inh, GALK inh
`N=c1cc(C2(O)CCCCC2)n2c(nc3ccccc32)s1` is listed as 1%, -8, ?, 3, 9%, 4%, -1%, 0%, -2%, 8%, 2%
`N/C(=N\NC(=O)c1ccccc1)c1cc2ccccc2oc1=O` is listed as ., -7, ?, ., -25%, -7%, 5%, -1%, -1%, 0%, -1%
`CCN(CC)C(=O)CCc1nc2sc3c(c2c(=O)[nH]1)CCCC3` is listed as -1%, 1, -11%, -15, 7%, 0%, 7%, -4%, 3%, 8%, 0%

From PubChem

Not all compounds are listed; the hit share may differ from the screen's.
